GAA glycogen mod = qHTS Assay for Inhibitors and Activators of Human alpha-Glucosidase Cleavage of Glycogen; Lysosomal alpha-glucosidase (Homo sapiens), P10253; recombinant GAA, glycogen substrate, Amplex Red glucose oxidase fluorescence; Potency, µM (top dose mostly 76.4 µM), inactives show at the highest dose activity change, negative = inhibition, hits mostly inhibitors; 300,000 tested, 0.38% active; AID 2100, 2009; active = well fitted inhibition curve with a large enough effect; inconclusive = small, poorly fitted or top-dose-only effect, or another doubt; inactive = no such curve, though single readings can be large or run the other way;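 also: 0% = full enzyme reaction and -100% = no-enzyme basal signal; the screen sought inhibitors and activators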
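Recombinant human alpha-glucosidase (4 nM final) hydrolysed bovine liver glycogen (30 ug) for 40 min at 37 C in pH 5.0 citrate/phosphate with 0.01% Tween-20. Released glucose detected by glucose oxidase/Amplex Red, Ex 573/Em 610 nm. Compounds up to 77 uM; AC50 from Hill fits.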
The depositor's hits bear a star; ? = inconclusive; [ ] = remark or other dose. Potency is read from the fitted curve at half-maximal effect. Only part of the results is shown; count on the stated rates, not on these rows.

| compound | GAA glycogen mod |
| --- | --- |
| Clc1ccc2nc(-c3ccc(Cl)nc3)[nH]c2c1 | 0% |
| CCCOc1ccc(CNC(=O)c2ccc3c(c2)N(CC)CCS3)cc1 | -24%[76.3 µM] |
| COc1ccc(-c2cc(C(=O)Nc3c(F)cc(F)cc3Br)no2)cc1 | -3% |
| CC(=O)CSc1nnc(-c2ccco2)n1-c1ccccc1 | 1% |
| COc1ccc(/C(N)=N/OC(=O)CCC2CCCC2)cc1 | 4%[76.3 µM] |
| O=C(NCc1ccccc1F)C(=O)NCC1OCCCN1S(=O)(=O)c1cccs1 (centres undefined) | 5%[76.3 µM] |
| Cc1cnc(C(=O)OCC(=O)C23CC4CC(CC(C4)C2)C3)cn1 | 1%[76.3 µM] |
| NC(=O)COc1ccc(NS(=O)(=O)Cc2ccccc2)cc1 | 7%[76.3 µM] |
| N#Cc1ccccc1S(=O)(=O)N1CCN(C(=O)c2cc(-c3ccccc3)nn2-c2ccccc2)CC1 | -3%[76.3 µM] |
| Cc1cc(OCC(=O)NCCCn2ccnc2)c2c(C)cc(=O)oc2c1 | -1%[76.3 µM] |
| O=C(NCCCN1CCOCC1)c1ccc2c(=O)n(Cc3ccccc3)c(=S)[nH]c2c1 | -6%[76.3 µM] |
| COc1cc(NC(=O)C(c2ccccc2)c2ccccc2)c(C(=O)O)cc1OC | 0%[76.3 µM] |
| COc1ccc(CNC(=O)C(=O)NCC2OCCN2C(=O)c2ccc(OC)cc2)cc1 (centres undefined) | 0%[76.3 µM] |
| O=C(CC12CC3CC(CC(C3)C1)C2)Nc1ccc(C(=O)O)cc1 | -5% |
| Cc1cccc(NC(=O)c2ccc(COc3ccccc3)o2)n1 | -7%[76.3 µM] |
| Cc1cc(NC(=O)CCC(=O)N(c2ccccc2)C(C(=O)NC2CCCC2)c2ccc(F)cc2)no1 (centres undefined) | -2% |
| O=C(CCN1C(=O)/C(=C/c2ccco2)SC1=S)Nc1ccc(C(=O)O)c(O)c1 | -7% |
| CCOc1ccc(NC(=O)N2CCN(C(=O)c3ccco3)CC2)cc1 | -3%[76.3 µM] |
| CC1CCCC(C)N1CCCNC(=O)c1ccc2nc(N3CCCCC3)sc2c1 (centres undefined) | -4%[76.3 µM] |
| CC1(C)Cc2c(cnn2-c2ccccc2)C(NC(=O)c2ccoc2)C1 (centres undefined) | -7%[76.3 µM] |
| Cc1nn(C(=O)c2cccc([N+](=O)[O-])c2)c(C)c1Br | 4% |
| O=C(Cn1cc(S(=O)(=O)Cc2cccc(F)c2)c2ccccc21)N1CCOCC1 | -3%[76.3 µM] |
| Cc1ccc(C(=O)NCc2ccncc2)cc1S(=O)(=O)N1CCCCC1 | 0%[76.3 µM] |
| CCOC(=O)Nc1ccc2c(c1)N(C(=O)CN1CCN(CCO)CC1)c1ccccc1CC2 | 6%[76.3 µM] |
| COc1cc(CCC(=O)OCC(=O)Nc2c(F)cccc2F)cc(OC)c1OC | -2%[76.3 µM] |
| COc1ccc(CNC(=O)C2CC(=O)N(C3CCCCC3)C2)cc1 (centres undefined) | -7%[76.3 µM] |
| COc1cc(CN2CCCC(N3CCN(c4ccccc4C)CC3)C2)ccc1O (centres undefined) | -10%[76.3 µM] |
| CCc1ccc(Nc2n[n+](-c3ccccc3)c(-c3ccc(OCc4ccccc4)cc3)s2)cc1 | 10%[76.3 µM] |
| Cc1ccc(Cl)c(OCC(=O)Nc2cc(S(=O)(=O)N3CCOCC3)ccc2N2CCCC2)c1 | 1%[76.3 µM] |
| COc1ccc(C(CCN(Cc2ccc(OC)c(OC)c2)C(C)=O)C(C)C)cc1 (centres undefined) | -12% |
| CC1CCCCC1NC(=O)c1cccc(NC2=NC3CS(=O)(=O)CC3S2)c1 (centres undefined) | 16%[76.3 µM] |
| Cc1ccc(C(=O)NC(=S)Nc2cccnc2Cl)cc1 | 6% |

Molecules from the list above that contain a halogen:
| compound | GAA glycogen mod |
| --- | --- |
| Clc1ccc2nc(-c3ccc(Cl)nc3)[nH]c2c1 | 0% |
| COc1ccc(-c2cc(C(=O)Nc3c(F)cc(F)cc3Br)no2)cc1 | -3% |
| O=C(NCc1ccccc1F)C(=O)NCC1OCCCN1S(=O)(=O)c1cccs1 (centres undefined) | 5%[76.3 µM] |
| Cc1cc(NC(=O)CCC(=O)N(c2ccccc2)C(C(=O)NC2CCCC2)c2ccc(F)cc2)no1 (centres undefined) | -2% |
| Cc1nn(C(=O)c2cccc([N+](=O)[O-])c2)c(C)c1Br | 4% |
| O=C(Cn1cc(S(=O)(=O)Cc2cccc(F)c2)c2ccccc21)N1CCOCC1 | -3%[76.3 µM] |
| COc1cc(CCC(=O)OCC(=O)Nc2c(F)cccc2F)cc(OC)c1OC | -2%[76.3 µM] |
| Cc1ccc(Cl)c(OCC(=O)Nc2cc(S(=O)(=O)N3CCOCC3)ccc2N2CCCC2)c1 | 1%[76.3 µM] |
| Cc1ccc(C(=O)NC(=S)Nc2cccnc2Cl)cc1 | 6% |

(next part)
| compound | GAA glycogen mod |
| --- | --- |
| COC(=O)[C@@H](Cc1ccc(O)cc1)NC(=O)[C@H]1CCC(=O)N1C(=O)OCc1ccccc1 | -21%[76.3 µM] |
| O=C(NNS(=O)(=O)c1ccccc1)Nc1ccc(F)cc1 | 2%[76.3 µM] |
| Cc1[nH]cnc1C(=O)N/N=C/c1c(Cl)cccc1Cl | -2% |
| CC1Cc2cc(S(=O)(=O)N3CCC(C(=O)N(C)Cc4ccco4)CC3)ccc2N1C(=O)C1CCC1 (centres undefined) | 1%[76.3 µM] |
| COCC1CCN(C(=O)c2cc(COc3ccc(-n4cncn4)cc3)on2)C1 (centres undefined) | 1%[76.3 µM] |
| CCOc1ccc(S(=O)(=O)n2nc(C)cc2C)cc1 | 8%[76.3 µM] |
| COc1ccc(NC(=O)Cn2nc(C(=O)O)c3ccccc3c2=O)cc1Cl | -3%[76.3 µM] |
| Cc1ccc(C2(c3ccc(C)cc3)CC2C(=O)NC(C)C)cc1 (centres undefined) | -1% |
| O=C(c1ccccc1)N1CCN(C(=O)c2nn3c(C(F)(F)F)cc(-c4ccccc4)nc3c2Br)CC1 | 1% |
| OCCN1CCN(CC(O)COC(c2ccc(F)cc2)c2ccc(F)cc2)CC1 (centres undefined) | 3% |
| OC1(c2ccc(Br)cc2)CCN(Cc2cccc(Br)c2)CC1 | -4%[76.3 µM] |
| O=C(CN1C(=O)NC(c2ccccc2)(c2ccccc2)C1=O)NCCNCCO | 18%[76.3 µM] |
| Cc1ccc(C(=O)N/C(=C\c2cn(C)c3ccccc23)C(=O)NCCCn2ccnc2)cc1 | 0%[76.3 µM] |
| COc1ccc(OC)c(NC(=O)NC2CCCCCCC2)c1 | -1%[76.3 µM] |
| CCN1CCN(C(=O)NS(=O)(=O)c2ccc(C)cc2)CC1 | 2% |
| COc1ccc(-c2csc(Nc3cccc(C)n3)n2)cc1C | 0% |
| COc1ccc(NC(C)=[N+](C)CCNS(=O)(=O)c2ccc(Cl)cc2)cc1 | -21%[76.3 µM] |
| COc1ccc2c(c1OC)C(=O)N(c1cccc(/C=C/C(=O)O)c1)C2 | 1% |
| COc1ccc2nc(NC(=O)C3CC(=O)N(c4ccccc4)C3)sc2c1 (centres undefined) | 4%[76.3 µM] |
| O=C(Cn1cc(C(=O)C(F)(F)F)c2ccccc21)Nc1ccccc1F | 11%[76.3 µM] |
| Cc1cc2c3c([nH]c2cc1S(=O)(=O)N1CCC2(CC1)OCCO2)CCCC3=O | -16%[76.3 µM] |
| CC1=C(C(=O)OCc2ccccc2)C(c2ccccc2Cl)NC(=O)N1C (centres undefined) | -6%[76.3 µM] |
| COc1ccc(Cc2nc3ccc(C(=O)N4CCC(N(C)C)C4)cc3o2)cc1 (centres undefined) | 1%[76.3 µM] |
| COc1ccc(CNC(=O)C(C)NCc2ccccc2Cl)cc1 (centres undefined) | -3% |
| O=C(c1ccc2c(=O)n3c(nc2c1)CCCCC3)N1CCN(c2ccc([N+](=O)[O-])cc2)CC1 | -4%[76.3 µM] |
| COc1ccccc1CNC(=O)C1CCC(=O)N(CCCN2CCCC2=O)C1 (centres undefined) | 5%[76.3 µM] |
| COc1ccc2ccc(OC)c(/C=N/n3cnnc3)c2c1 | -7%[76.3 µM] |
| O=C(O)C(NS(=O)(=O)c1ccccc1)C(O)c1ccccc1 (centres undefined) | -10%[76.3 µM] |
| CC1=C(C(=O)OCc2ccccc2)C(c2cccc([N+](=O)[O-])c2)NC(=O)N1 (centres undefined) | 1%[76.3 µM] |
| Cc1sc(NC(=O)CN2CCCC2)nc1-c1ccc2c(c1)CCN2C(=O)c1cccc(F)c1 | 2%[76.3 µM] |
| COc1ccc(NC(=O)N2CCCc3ccccc32)cc1OC | -12%[76.3 µM] |
| Oc1c(N=Nc2ccc(F)cc2)ccc2ccccc12 | 14%[76.3 µM] |
| COC(=O)C(C)Oc1ccc(Cc2ncc(C(F)(F)F)cc2Cl)cc1 (centres undefined) | -7% |
| O=C(NC1CCCCC1)C(c1ccc(F)cc1)N(C(=O)c1csnn1)C1CC1 (centres undefined) | -2%[76.3 µM] |
| C=CCn1c2ccccc2c2nnc(SCC(=O)O)nc21 | 9%[76.3 µM] |
| COc1ccc(CN(CC(=O)NC2CCCC2)C(=O)c2csnn2)cc1 | 1% |
| C=C(C)c1cccc(C(C)(C)NC(=O)NC2CCN(Cc3ccccc3)CC2)c1 | 2% |
| O=C(CN1CCN(C(=O)c2ccco2)CC1)Nc1ccccc1 | -8% |
| Cc1ccc(Cl)cc1NC(=O)C1C2CCC(O2)C1C(=O)O (centres undefined) | 10%[76.3 µM] |
| C/C(CC(=O)Nc1cccc(Cl)c1Cl)=N\NC(=O)C(=O)NC1CCCCC1 | -7%[76.3 µM] |
| CCCc1nnc(NC(=O)C23CC4CC(CC(C4)C2)C3)s1 | 5% |
| Cc1ccc(-c2nnn(CC(=O)N(CC(=O)NC3CCCC3)c3ccc(F)cc3)n2)o1 | 3% |
| CC(CN1CCCCC1)c1ccccc1 (centres undefined) | 1%[76.3 µM] |
| Oc1ccc(C2C[C@H]3CC[C@@H]2C3)cc1O (some centres undefined) | ? |
| CCCCc1nc2cc(C(=O)NC(C)c3cnn(C)c3)ccc2o1 (centres undefined) | 5%[76.3 µM] |
| CCC(=O)Nc1nnc(/C=C/c2ccccc2)s1 | 0% |
| Cc1oc2cc(O)ccc2c(=O)c1Oc1ccc(F)cc1 | 4% |
| Cc1ccc2c(c1)N(C(=O)CCC(=O)N1CCCCC1)CCO2 | 0%[76.3 µM] |
| Clc1ccc(Oc2ccccc2)c2ncccc12 | 1% |
| O=C(NCc1nc(-c2ccc(Cl)cc2)no1)c1ccco1 | 9%[76.3 µM] |
| Cc1ccc(CC(CC(=O)O)C(=O)Nc2ccc(Cl)cc2)cc1 (centres undefined) | -12%[76.3 µM] |
| CCc1ccc(C(O)(CNCc2ccccc2)c2ccccc2)cc1 (centres undefined) | 4% |
| CCCNC(=O)c1c(O)c2cccc3c2n(c1=O)CCC3 | 1% |
| CCOc1ccc(CCNC(=O)COC(=O)c2cccs2)cc1OCC | 3%[76.3 µM] |
| Cc1ccc(S(=O)(=O)Nc2cccc(C(=O)NCc3ccc(S(N)(=O)=O)cc3)c2)cc1 | 6% |
| O=C(N/N=C/c1ccc(O)cc1O)C(=O)N/N=C/c1ccc(O)cc1O | -22%[76.3 µM] |

Further structures:
| compound | GAA glycogen mod |
| --- | --- |
| CCN(C(=O)CCS(=O)(=O)c1cc2c(cc1Cl)NC(=O)CO2)c1ccccc1 | 9%[76.3 µM] |
| Cc1cc(NC(=O)c2cncc(Br)c2)ccc1NC(=O)c1cc2ccccc2o1 | -4%[76.3 µM] |
| COc1ccc(N(C(=O)c2csnn2)C(C(=O)NC2CCCC2)c2ccccc2)cc1 (centres undefined) | -3% |
| O=[N+]([O-])c1ccc(N2CCN(Cc3ccc([N+](=O)[O-])o3)CC2)cc1 | -14%[76.3 µM] |
| Cc1ccc(CN(C(=O)c2cccs2)C2CCS(=O)(=O)C2)cc1 (centres undefined) | -7%[76.3 µM] |
| CCN(C(=O)CSc1ncccn1)C1CCS(=O)(=O)C1 (centres undefined) | -4%[76.3 µM] |
| Nc1ccc(Nc2nc3ccccc3[nH]2)cc1 | 0%[76.3 µM] |
| Cc1ccc(S(=O)(=O)/N=C(/Nc2ccc(F)cc2F)c2ccc(F)cc2)cc1 | 2%[76.3 µM] |
| COc1ccc(-c2csc(N(CCCN(C)C)C(=O)c3cc(OC)c(OC)c(OC)c3)n2)cc1 | 1%[76.3 µM] |
| Cc1nnc(NC(=O)C2CC(=O)N(C(C)c3ccccc3)C2)s1 (centres undefined) | -8%[76.3 µM] |
| CC(=O)Nc1ccc(NC(=O)C(C)NC(C)c2cccc3ccccc23)cc1 (centres undefined) | 3%[76.3 µM] |
| O=C(NCCc1cccc(F)c1)C1CCN(S(=O)(=O)c2ccc(F)cc2)CC1 | 0% |
| Cc1ccccc1-c1ocnc1C(=O)Nc1ccccc1NC(=O)c1ccccn1 | 2% |
| NS(=O)(=O)c1ccc(CCNC(=O)C2(S(=O)(=O)c3ccc(Cl)cc3)CC2)cc1 | 1% |
| CN(c1ccc(O)cc1)S(=O)(=O)c1ccc2ccccc2c1 | 0%[76.3 µM] |
| CC(CN1CCN(C/C=C/c2ccccc2)CC1)c1ccccc1 (centres undefined) | 6%[76.3 µM] |
| COc1cc(NC(=O)COc2cc(O)c3c(c2)OC(C)(C)CC3=O)cc(OC)c1OC | 16%[76.3 µM] |
| COc1ccc(N(C(=O)c2snc(C(N)=O)c2N)C(C(=O)NC2CCCCC2)c2ccc(C)o2)cc1 (centres undefined) | 0% |
| CC1(c2ccc(Cl)cc2)NC(=O)N(CC(=O)c2ccc3c(c2)OCO3)C1=O (centres undefined) | 0%[76.3 µM] |
| CCc1cccc(N(C(=O)c2csnn2)C(C(=O)NC2CCCCC2)c2ccncc2)c1 (centres undefined) | -3% |
